LDHA block: blocks human lactate dehydrogenase A; P00338; purified LDHA, NADH/diaphorase-resazurin fluorescence; active compounds read low; activity change, % (values are at about 110 or 230 µM); hit rate 0.15% among 480,000; AID 1347041; in the data active means activity change below about -30%; inconclusive means mostly about -25% to -30%;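 further: plate controls were DMSO wells for no effect and wells without enzyme for full effect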
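Enzyme activity of human lactate dehydrogenase 5 (2 nM; 0.06 mM NADH, 0.2 mM pyruvate, 5 min, RT) is measured via a resazurin/diaphorase fluorescence readout of residual NADH.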
Pol kappa inh: DNA polymerase kappa (human) inhibition; purified Pol kappa, fluorescent DNA synthesis assay, 10 min; Potency, µM (doses to about 107 µM), for inactives: top-dose activity, negative = inhibition, hits mostly inhibitors; hit rate 0.53% among 400,000; further: potency means the concentration at half of the fitted maximal effect; on the % scale 0 is the no-effect control and ±100 the full control effect
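Activity was followed as the change in fluorescence between reads at 0 and 10 min after starting the reaction with 50 nM substrate. Beforehand, 10 nM polymerase had been preincubated with compound for 15 min at room temperature.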
POLH inh: blocks human DNA polymerase eta activity. Q9Y253. recombinant Pol eta, fluorescent DNA replication assay. Potency, µM (top dose mostly 114 µM), inactives show at the highest dose activity change, negative = inhibition, most hits filed as inhibitors. hit rate 1.2% among 390,000. AID 588591; further: potency means the concentration at half of the fitted maximal effect; on the % scale 0 is the no-effect control and ±100 the full control effect
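Fluorescent replication assay: 50 nM final substrate added after a 15 min room-temperature compound preincubation with 10 nM enzyme. Signal taken at 0 min and again at 10 min.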
Glioma ERSR ind: inducers of ER stress response in human glioma cells | hit rate 0.02% among 420,000 | Potency, µM, inactives show top-dose activation, usual class: activators | U87-MG GRP78 promoter luciferase reporter, 16 h; further: potency means the concentration at half of the fitted maximal effect; series mostly up to about 76 µM; % of control where 0% means no effect; nearly all actives have a fitted effect of over 35% in size
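ERSR induction read as luciferase luminescence (Bright-Glo, 10 min at room temperature) in stably transfected human U87-MG glioma cells exposed to compounds for 16 h, using GRP78 as sensor.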
Apoferritin bind: candidate novel general anesthetic via apoferritin binding; P02791; apoferritin/1-aminoanthracene competitive binding, fluorescence; Potency, µM (titrated, usually from 77.5 µM), for the others: top-dose activity change, negative = displacement, most hits filed as inhibitors; hit rate 0.074% among 350,000; AID 485281; further: potency means the concentration at half of the fitted maximal effect; on the % scale 0 is the no-effect control and ±100 the full control effect; nearly all actives have a fitted effect of over 20% in size
Target sequence (P02791 2-175 limits assumed): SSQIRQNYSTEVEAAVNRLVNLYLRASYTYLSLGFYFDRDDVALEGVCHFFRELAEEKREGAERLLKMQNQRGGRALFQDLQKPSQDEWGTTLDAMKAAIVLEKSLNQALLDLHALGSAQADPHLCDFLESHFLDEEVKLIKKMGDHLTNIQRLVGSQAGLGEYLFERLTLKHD
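Apoferritin-based anesthetic binding model; compound displacement of fluorescent 1-AMA measured as endpoint fluorescence after 10 minutes at room temperature, scaled to free-ligand and complex controls.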
Pol beta inh: inhibitors of human DNA polymerase beta; P06746; Pol beta primer extension/strand displacement, fluorescence kinetic; Potency, µM (doses to about 114 µM), for the others: at the highest dose activity change, negative = inhibition, usual class: inhibitors; hit rate 1.3% among 340,000; AID 485314; further: potency means the concentration at half of the fitted maximal effect; on the % scale 0 is the no-effect control and ±100 the full control effect
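Enzyme-only controls used 10 nM Pol beta; buffer lacking enzyme served as negative control. Compound preincubated 15 min, then 50 nM substrate added; 0 and 10 min reads at room temperature.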
BLM inh: blocks DNA unwinding by human BLM helicase | P54132 | recombinant BLM DNA unwinding, fluorescence dequenching | hit rate 0.2% among 350,000 | Potency, µM (titrated, usually from 56.1 µM), inactives show at the top dose activity change, negative = inhibition, hits mostly inhibitors | AID 2528;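 further: potency means the concentration at half of the fitted maximal effect; plate controls were vehicle for no effect and no enzyme for full effect; nearly all actives have a fitted effect of over 35% in size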
APE1 inh: APE1 (human) endonuclease inhibition; hit rate 0.35% among 350,000; P27695; Potency, µM (doses to about 65.8 µM), inactives show at the top dose activity change, negative = inhibition, most hits filed as inhibitors; recombinant APE1, TAMRA/BHQ-2 abasic DNA cleavage fluorescence;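 further: potency means the concentration at half of the fitted maximal effect; plate controls were vehicle for no effect and reference inhibitor for full effect; nearly all actives have a fitted effect of over 55% in size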
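APE1 at 0.75 nM preincubated 15 min at room temperature with compound. Reaction then started with 50 nM double-stranded THF-abasic substrate labelled with TAMRA/BHQ-2, and 525/598 nm fluorescence read kinetically. Activity taken as third-minus-first read difference, normalized to DMSO and NSC13755 controls.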
POLI inh: blocks human DNA polymerase iota activity; Q9UNA4; Pol iota fluorescent replication assay, 10 min; Potency, µM (top dose mostly 115 µM), for the others: at the top dose activity, negative = inhibition, most hits filed as inhibitors; hit rate 1% among 390,000; AID 588590; further: potency means the concentration at half of the fitted maximal effect
Target sequence (Q9UNA4 whole entry, looked up): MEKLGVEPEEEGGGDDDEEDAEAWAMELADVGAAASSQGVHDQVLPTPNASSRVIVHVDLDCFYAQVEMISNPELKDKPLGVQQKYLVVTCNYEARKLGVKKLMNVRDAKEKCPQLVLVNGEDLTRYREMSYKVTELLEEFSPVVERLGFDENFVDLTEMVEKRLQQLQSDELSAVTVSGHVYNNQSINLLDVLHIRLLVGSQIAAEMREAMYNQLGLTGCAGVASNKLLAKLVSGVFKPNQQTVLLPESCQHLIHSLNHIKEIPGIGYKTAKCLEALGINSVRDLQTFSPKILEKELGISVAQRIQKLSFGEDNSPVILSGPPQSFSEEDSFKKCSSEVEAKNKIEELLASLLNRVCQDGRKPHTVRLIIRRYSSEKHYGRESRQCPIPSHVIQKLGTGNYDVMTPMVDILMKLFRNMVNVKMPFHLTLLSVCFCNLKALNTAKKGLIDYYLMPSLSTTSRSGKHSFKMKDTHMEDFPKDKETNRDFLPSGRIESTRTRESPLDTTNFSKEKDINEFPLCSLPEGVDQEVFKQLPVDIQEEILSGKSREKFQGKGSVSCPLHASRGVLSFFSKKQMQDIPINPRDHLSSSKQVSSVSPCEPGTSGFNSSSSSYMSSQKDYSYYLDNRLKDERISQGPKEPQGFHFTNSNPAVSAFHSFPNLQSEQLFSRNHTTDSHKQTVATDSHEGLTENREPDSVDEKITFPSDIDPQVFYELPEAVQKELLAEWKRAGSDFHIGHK
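Fluorescent replication assay read twice, at 0 min and 10 min after adding 50 nM (final) substrate. Enzyme (10 nM) and compounds were first incubated 15 min at room temperature; enzyme-free buffer wells were negative controls.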
Starred values were filed as active, the others as inactive; ? = inconclusive; . = no result given; & = joins results of further samples; [ ] = dose if it differs, or a comment. Unless noted, the call rests on the fitted dose curve; in most records, active means well fitted curve in the direction sought with a large enough effect; inconclusive means small, poorly fitted or top-dose-only effect, or another doubt; inactive means no such curve, though single readings can be large; an effect the other way counts as inactive or inconclusive. Not all compounds are listed, so the mix of outcomes need not match the whole.

Value order: Apoferritin bind | Glioma ERSR ind | APE1 inh | POLH inh | BLM inh | POLI inh | Pol kappa inh | LDHA block | Pol beta inh
CC(=O)OCC(=O)[C@@]1(O)[C@H](C)C[C@H]2[C@@H]3CCC4=CC(=O)C=C[C@]4(C)[C@@]3(F)[C@@H](O)C[C@@]21C
    2% | -4% | -2% | -13% | 7% | -4% | -22% | -12 | -1%
Cc1ccc(S(=O)(=O)n2c(=O)oc3ccccc32)cc1
    ? | -3% | -5% | -13% | -3% | 18% | 13% | 6 | 22%
CCCC1(c2ccccc2)NC(=O)N(CC(=O)NCc2ccc(C)cc2)C1=O (configuration not stated)
    2% | -2% | 26% | -6% | -5% | 85%[activator] | -7% | -4 | 26%
CC(C)c1ccc(C2NC(=O)CCC2[N+](=O)[O-])cc1 (configuration not stated)
    -5% | -1% | -2% | -18% | -4% | 17% | -12% | -7 | 21%
COC(=O)c1ccc(SCC(=O)NC2CCCCC2)c([N+](=O)[O-])c1
    10% | 1% | 5% | -19% | -2% | 127%[activator] | -5% | -6 | -7%
CC(=O)c1cc2c(cc1NC(=O)CSc1nc3ccccc3o1)OCO2
    0% | 0% | -1% | -12% | -1% | -12% | 1% | 3 | 15%
Cc1onc(-c2c(F)cccc2Cl)c1C(=O)OCC(=O)NC(c1ccccc1)c1ccccc1
    5% | -3% | 0% | -19% | -19% | 14% | -9% | 1 | -20%
C=CCN1C(=O)C(O)(CC(=O)c2ccc(OC)cc2OC)c2cc(Br)ccc21 (configuration not stated)
    -14% | -11% | -2% | ? | -4% | -6% | -5% | -5 | 3%
Cn1c(NC(=O)COc2ccccc2)cc(=O)n(C)c1=O
    -12% | -1% | 3% | -16% | -5% | -24% | -16% | -7 | -2%
O=C1N(c2ccccc2)C2CS(=O)(=O)CC2N1c1ccc(Br)cc1 (configuration not stated)
    0% | -3% | 2% | -7% | -5% | -5% | -9% | -4 | 2%
CCOC(=O)C(NC(=O)c1ccccc1Cl)(Nc1ccc(C(F)(F)F)cc1)C(F)(F)F (configuration not stated)
    -9% | -1% | 0% | -24% | -12% | 151%[activator] | -5% | -6 | 11%
Cc1nn(CC(=O)NC(=O)c2ccccc2)c(C)c1[N+](=O)[O-]
    . | -6% | 11% | 6% | . | -2% | -14% | -7 | .
Cc1ccc(-c2nc3scc(CCNC(=O)Cc4ccc(Cl)cc4)n3n2)cc1
    0% | -2% | . | -6% | -3% | 20% | -5%[60.1 µM] | -8 | 27%
CN(CC(=O)NCCCc1ccccc1)S(=O)(=O)c1ccc(Br)cc1
    -10% | -5% | 17% | -17% | -8% | 157%[activator] | -9% | -8 | 11%
Cc1ccccc1NC(=O)c1sc(Cl)nc1-c1ccccc1
    ? | -2% | -8% | -2% | 0% | -7% | -14% | -2 | 2%
C=CCNc1nc2c3ccccc3n(C(C)=O)c2s1
    -17% | 7% | -2% | 1% | -4% | 20% | -15% | 16 | 13%
Cc1ccc(S(=O)(=O)Nc2ccccc2)cc1[N+](=O)[O-]
    . | -6% | . | ? | . | 11% | -11% | -7 | .
CC1=C(C(=O)Nc2ccc(Cl)cc2)C(CC(C)C)n2nc(SCc3ccccc3C)nc2N1 (configuration not stated)
    2% | -3% | . | -7% | -1% | 20% | -2% | -5 | 1%
C/C(=N\NC(=O)c1cc2ccccc2cc1O)c1cc2ccccc2o1
    -8% | 2% | -5% | 56µM* | -22% | 22µM* | 79µM* | 13 | 7.1µM*
C=C(C)C(=O)Nc1cccc(C2=NOC3(C2)C[C@H](C(N)=O)N(C(=O)c2ccccc2)C3)c1 (some centres not stated)
    -4% | -1% | -5% | 13µM* | 1% | 50µM* | ? | -8 | 18µM*
COc1ccc(CC(=O)OCC(=O)Nc2cc(S(=O)(=O)N3CCOCC3)ccc2N2CCCC2)cc1
    -2% | -3% | -1% | -13% | -10% | 46%[activator] | 3% | 2 | 5%
CCN1CCN(Cc2coc3ccc(C)cc3c2=O)CC1
    2% | 1% | ? | -14% | 4% | ? | -2% | -6 | 6%
O=C(CN1CCN(CC(=O)Nc2ccc3c(c2)OC2(CCCCC2)O3)CC1)Nc1cccc(F)c1
    . | -5% | . | -22% | . | 9% | -21% | 9 | .
CCOc1ccc(C(=O)NCC(=O)NC(C)c2ccc(-n3ccnc3)cc2)cc1OCC (configuration not stated)
    -3% | 0% | 6% | -10% | 0% | 29% | 0% | -10 | 10%
COC(=O)c1ccc(NCCC(=O)O)cc1
    -2% | -5% | 0% | -5% | -2% | 24% | -4% | -3 | ?
O=C1CCCN1c1ccc(S(=O)(=O)NCCc2ccc(Cl)cc2)cc1
    -23% | -3% | -4% | -8% | 1% | 1% | -3% | -1 | 17%
CCOc1ccccc1NC(=O)NC(=O)N(C)S(=O)(=O)c1ccc(C)cc1
    -15% | -3% | -5% | -19% | -4% | 58%[activator] | -3% | -3 | 8%
Cc1ccc(C2=NS(=O)(=O)N(C)C(C(=O)NCc3ccccc3)=C2)cc1
    ? | -2% | -1% | -12% | -7% | 8% | 4% | -3 | -8%
Cc1ccc(NC(=O)C2C3CCCCC32)cc1[N+](=O)[O-] (configuration not stated)
    ? | 11% | -2% | -12% | -8% | 3% | -3% | -5 | 12%
COC(=O)c1cccc(NC(=O)/C=C/c2ccc3c(c2)OCO3)c1
    7% | -13% | -9% | ? | 0% | 8% | -10% | 1 | -2%
O=Cc1ccc2cccnc2n1
    -2% | -1% | 0% | 6% | -14% | 159%[activator] | -13% | 6 | 33%
Cc1ccc(NC(=O)Cn2cnc([N+](=O)[O-])c2)cc1C
    -10% | -2% | 50%[activator] | -10% | -2% | -19% | -6% | -6 | 0%
CC(CC(=O)Nc1ccc(F)cc1)S(=O)(=O)c1cc2c3c(c1)CCN3C(=O)CC2 (configuration not stated)
    1% | -2% | . | -7% | -1% | 14% | -10% | 3 | -16%
COCC1CCCN(C(=O)c2cc(COc3ccc4ncccc4c3)on2)C1 (configuration not stated)
    -7% | -1% | 3% | -2% | -7% | 16% | -1% | -4 | -22%
O=C(O)CCCc1ccccc1
    1%&-1% | -3%&-9%&0% | 52%&-1%[activator] | -1% | 1%&-5% | 3% | 11% | -4 | 2%
O=C(COc1ccccc1)NCC(=O)N/N=C/c1ccc(Br)cc1
    ? | -3% | 54%[activator] | -13% | 1% | 12% | 0% | -7 | -1%
O=C(CNC(=O)COc1ccccc1)NCCc1ccccn1
    -3% | 1% | ? | -6% | -1% | 173%[activator] | 3% | -11 | 13%
Cc1ccsc1-c1n[nH]c(=S)n1CC(C)C
    -12% | -1% | -3% | -3% | -2% | 9% | -5% | -10 | 7%
CCC1CCCCN1CCCNC(=O)c1cn(C)c2ccc(S(=O)(=O)N3CCOCC3)cc2c1=O (configuration not stated)
    -5% | 1% | 83%[activator] | -22% | 9% | 15% | 1% | -2 | 34%
CCOC(=O)c1c(OCCO)noc1N
    0% | 4% | -2% | 0% | 0% | 8% | -11% | -9 | -22%

Looked up by structure from above (4):
Value order: Apoferritin bind | Glioma ERSR ind | APE1 inh | POLH inh | BLM inh | POLI inh | Pol kappa inh | LDHA block | Pol beta inh
O=C(O)CCCc1ccccc1
    1%&-1% | -3%&-9%&0% | 52%&-1%[activator] | -1% | 1%&-5% | 3% | 11% | -4 | 2%
CCOC(=O)C(NC(=O)c1ccccc1Cl)(Nc1ccc(C(F)(F)F)cc1)C(F)(F)F (configuration not stated)
    -9% | -1% | 0% | -24% | -12% | 151%[activator] | -5% | -6 | 11%
Cc1ccc(S(=O)(=O)Nc2ccccc2)cc1[N+](=O)[O-]
    . | -6% | . | ? | . | 11% | -11% | -7 | .
Cn1c(NC(=O)COc2ccccc2)cc(=O)n(C)c1=O
    -12% | -1% | 3% | -16% | -5% | -24% | -16% | -7 | -2%

Exported in markdown: entries from further up
| structure | Apoferritin bind | Glioma ERSR ind | APE1 inh | POLH inh | BLM inh | POLI inh | Pol kappa inh | LDHA block | Pol beta inh |
| --- | --- | --- | --- | --- | --- | --- | --- | --- | --- |
| COC(=O)c1cccc(NC(=O)/C=C/c2ccc3c(c2)OCO3)c1 | 7% | -13% | -9% | ? | 0% | 8% | -10% | 1 | -2% |
| O=Cc1ccc2cccnc2n1 | -2% | -1% | 0% | 6% | -14% | 159%[activator] | -13% | 6 | 33% |
| Cc1ccc(NC(=O)Cn2cnc([N+](=O)[O-])c2)cc1C | -10% | -2% | 50%[activator] | -10% | -2% | -19% | -6% | -6 | 0% |

The results go on.
Value order: Apoferritin bind | Glioma ERSR ind | APE1 inh | POLH inh | BLM inh | POLI inh | Pol kappa inh | LDHA block | Pol beta inh
Cc1ccnc(NC(=O)c2cc([N+](=O)[O-])cc([N+](=O)[O-])c2)c1
    -4% | 1% | -2% | 3% | -5% | ? | -11% | 2 | 7%
CCCNC(=O)Nc1ccc2c(c1)N(C)C(=O)c1ccccc1S2
    -21% | -3% | -7% | 2% | -5% | 5% | 3% | -14 | ?
CC(Sc1nnc(-c2cccs2)n1Cc1ccccc1)C(=O)NCc1ccc2c(c1)OCO2 (configuration not stated)
    -1% | -2% | 2% | -12% | -3% | -7% | -6% | -1 | -3%
CC1CC(C)CN(S(=O)(=O)c2ccc(NC(=O)C3CSC4(C)CCC(=O)N34)cc2)C1 (configuration not stated)
    . | -2% | 37% | -20% | . | 2% | -8% | 3 | .
Cc1ccc(/C=C(\C#N)C(=O)Nc2ccc(Br)cc2)o1
    18% | . | . | . | 1% | 41%[activator] | 7% | 0 | -16%
O=S(=O)(c1cccc2nsnc12)N1CCc2ccccc2C1
    -18% | 0% | 16% | -16% | -9% | 0% | -5% | -1 | 14%
